PI5P4K alpha inh = qHTS for Inhibitors of phosphatidylinositol 5-phosphate 4-kinase (PI5P4K) | PI5P4Kalpha enzyme, ADP-Glo luminescence, 60 min; hits give low values | Phosphatidylinositol 5-phosphate 4-kinase type-2 alpha (Homo sapiens), P48426 | max response, % | hit rate 1.2% among 330,000 | AID 652105, 2013; active = max response of -50% or lower; inconclusive = between -30% and -50%; inactive = -30% or higher; note: value at the top dose of about 77 µM; % is set by controls: 0 for no effect and ±100 for the full control effect
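ADP-Glo luminescence end-point after a 60 min room-temperature kinase reaction. PI5P4Kalpha and substrate in HEPES pH 7.4 buffer with EGTA, 0.1% CHAPS and 5% DMSO; ATP at 5 microM final.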
EPAC1 ag = qHTS for Agonist of cAMP-regulated guanine nucleotide exchange factor 3 (EPAC1): primary screen. EPAC1 agonist qHTS, biochemical assay; response scale: 100% = response to 6.5 mM cAMP. Potency, µM (series often up to 154 µM), for inactives: at the top dose activation, usual class: activators. hit rate 0.073% among 360,000; note: potency is the fitted concentration of half-maximal effect; nearly all actives have a fitted effect of over 60% in size
Target sequence (O95398 whole entry, looked up): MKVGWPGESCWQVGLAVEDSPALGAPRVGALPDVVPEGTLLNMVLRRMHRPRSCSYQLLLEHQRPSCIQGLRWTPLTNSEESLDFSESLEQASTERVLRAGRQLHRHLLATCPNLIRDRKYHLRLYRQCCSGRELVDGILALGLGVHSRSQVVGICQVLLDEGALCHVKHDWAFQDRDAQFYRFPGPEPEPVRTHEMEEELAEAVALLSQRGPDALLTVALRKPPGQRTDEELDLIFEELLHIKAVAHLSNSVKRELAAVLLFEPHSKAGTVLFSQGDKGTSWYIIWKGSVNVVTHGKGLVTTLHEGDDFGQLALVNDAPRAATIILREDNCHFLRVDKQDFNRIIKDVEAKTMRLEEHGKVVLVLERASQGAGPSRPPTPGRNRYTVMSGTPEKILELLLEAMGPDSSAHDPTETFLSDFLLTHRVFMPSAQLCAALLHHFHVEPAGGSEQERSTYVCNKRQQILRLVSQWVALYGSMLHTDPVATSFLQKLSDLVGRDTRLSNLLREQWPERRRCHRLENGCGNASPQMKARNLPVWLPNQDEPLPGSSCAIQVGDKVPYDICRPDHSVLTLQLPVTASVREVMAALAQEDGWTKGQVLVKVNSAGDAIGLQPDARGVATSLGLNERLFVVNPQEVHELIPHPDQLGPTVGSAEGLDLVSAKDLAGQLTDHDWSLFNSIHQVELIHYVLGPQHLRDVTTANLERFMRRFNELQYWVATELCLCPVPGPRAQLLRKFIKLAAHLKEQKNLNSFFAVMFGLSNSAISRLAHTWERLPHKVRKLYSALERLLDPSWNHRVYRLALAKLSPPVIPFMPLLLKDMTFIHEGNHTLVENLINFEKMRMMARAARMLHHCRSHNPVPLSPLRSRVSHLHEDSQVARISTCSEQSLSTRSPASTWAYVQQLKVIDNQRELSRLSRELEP
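Compounds were pinned as a concentration titration into mixtures of EPAC1 (100 nM), BODIPY-GDP-loaded Rap1B (250 nM) and GDP (50 uM). After 5 min at room temperature, fluorescence was followed for 30 min; activity was scaled to 6.5 mM cAMP.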
EPAC1 antagonist = qHTS for Antagonist of cAMP-regulated guanine nucleotide exchange factor 3 (EPAC1): primary screen | hit rate 0.14% among 360,000 | AID 720709, 2013 | Potency, µM (highest dose often 115 µM), for inactives: at the highest dose activity change, negative = inhibition, most hits filed as inhibitors | EPAC1 GEF assay, Rap1b-BODIPY-GDP exchange fluorescence;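 note: potency is the fitted concentration of half-maximal effect; plate controls were vehicle for no effect and positive control for full effect; nearly all actives have a fitted effect of over 50% in size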
Abeta rescue = qHTS for compounds that reverse cellular toxicity of Amyloid beta (A-beta) peptide in yeast: Primary Screen. yeast expressing A-beta42, growth rescue, OD600, 48 h; response scale: 0% DMSO, 100% iron-clioquinol control. Potency, µM (doses to about 46.1 µM), without a hit: at the top dose growth rescue, usual class: activators. hit rate 0.063% among 410,000. AID 1347071, 2019; note: potency is the fitted concentration of half-maximal effect; nearly all actives have a fitted effect of over 55% in size
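Growth rescue measured by 600 nm absorbance after 48 h yeast culture at 30 C with compound. Values normalized between DMSO and an equimolar ferric chloride plus clioquinol control.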
WRN helicase inh = qHTS for Inhibitors of WRN Helicase. WRN helicase unwinding, fluorescent forked duplex, kinetic. Potency, µM (doses to about 114 µM), without a hit: top-dose activity change, negative = inhibition, hits mostly inhibitors. hit rate 0.46% among 360,000. AID 651768, 2012. Bifunctional 3'-5' exonuclease/ATP-dependent helicase WRN (Homo sapiens), Q14191; note: potency is the fitted concentration of half-maximal effect; % is set by controls: 0 for no effect and ±100 for the full control effect; nearly all actives have a fitted effect of over 55% in size
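Kinetic fluorescence helicase assay: unwinding of a quenched forked DNA duplex (100 nM final) with 2 mM ATP final raises red fluorescence (525/598 nm). Compounds sat 15 min at room temperature with 20 nM WRN beforehand.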
IL2 activator = qHTS of IL-2 Activators; IL-2 activation reporter assay, cell-based qHTS; stimulated with anti-CD3/CD4/CD28 beads; in transgenic mouse T cells; activation, % (series mostly up to about 46 µM); hit rate 0.065% among 360,000; AID 652025, 2013; in the data active = activation above about 50%; inconclusive = mostly about 30% to 49%; note: 0% is about no effect
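Quantitative HTS in unstimulated transgenic mouse T cells, with memory T cells as non-tolerant control and PMA/ionomycin as tolerance-bypass control. Compound pretreatment lasted 60 minutes before 18 h bead stimulation; EGFP/DsRed fluorescence read.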
PLK1 PBD block = qHTS for Inhibitors of PLK1-PDB (polo-like kinase 1 - polo-box domain): Primary Screen. Serine/threonine-protein kinase PLK1 (Homo sapiens), P53350. Plk1 PBD binding of FITC phosphopeptide, fluorescence polarization. Potency, µM, without a hit: max response, negative = inhibition, most hits filed as inhibitors. hit rate 2.8% among 360,000. AID 720504, 2013; note: potency is the fitted concentration of half-maximal effect; series mostly up to about 57 µM; % is set by controls: 0 for no effect and ±100 for the full control effect; nearly all actives have a fitted effect of over 65% in size
FUS yeast rescue = qHTS for Suppressors of FUS Proteinopathy: Primary screen using FUS-linked yeast assay; S. cerevisiae FUS-expressing, growth rescue, OD600, 24 h; Potency, µM (series often up to 76.6 µM), without a hit: at the top dose growth rescue (activation), actives largely listed as activators; hit rate 0.24% among 390,000;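 note: potency is the fitted concentration of half-maximal effect; plate controls were DMSO vehicle for no effect and reference control for full effect; nearly all actives have a fitted effect of over 55% in size; some results filed as inactive show a strong effect at the top dose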
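Restored growth of FUS-toxic S. cerevisiae, read as 600 nm absorbance after 24 h at 30C in galactose medium (starting OD 0.005). Controls CP55940 and DMSO.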
* hit, by the source's call; ? = inconclusive; nt = no result given; [ ] = dose if it differs, or a comment. Unless noted, calls come from the whole dose curve; as a rule, active = well fitted curve in the direction sought with a large enough effect; inconclusive = small, poorly fitted or top-dose-only effect, or another doubt; inactive = no such curve, though single readings can be large; an effect the other way counts as inactive or inconclusive.

SMILES | PI5P4K alpha inh | EPAC1 ag | EPAC1 antagonist | Abeta rescue | WRN helicase inh | IL2 activator | PLK1 PBD block | FUS yeast rescue
CC(C)NC(=O)OC1CC2CC1[C@H]1CCCCN1C2=O (stereo partly specified) | -6 | 9% | -24% | -14% | 5% | 1.2 | 0% | -5%
Cc1onc(-c2ccccc2Cl)c1C(=O)Nc1nnc(-c2cccc([N+](=O)[O-])c2)s1 | 10 | 3% | -18% | -5% | -16% | 0.1 | -14% | ?
CN(Cc1ccon1)C(=O)CC1C(=O)NCCN1Cc1cccc(Oc2ccccc2)c1 (stereo unspecified) | 4 | 4% | ? | 6% | -8% | -0.6 | -14% | 21%
O=C(NCc1cccs1)[C@@H]1CSC2c3ccccc3C(=O)N21 (stereo partly specified) | 3 | 0% | 9% | -8% | 13% | -0.5 | ? | ?
COc1cc(CN2C[C@@H](CO)O[C@@H](n3cnc4c(NCc5ccncc5)ncnc43)C2)cc(OC)c1OC | -2 | -9% | -4% | -8% | -11% | -0.1 | -8% | -11%
CCN1C(=O)S/C(=C/c2ccsc2)C1=O | 2 | 16% | 3% | -23% | -4% | 1.7 | -4% | 24%
CC1=Nn2c(nnc2-c2cc(C)[nH]n2)SC1 | 4 | 4% | -12% | 11% | 5% | -0.7 | -17% | -17%
Cc1[nH]c(=O)[nH]c(=O)c1S(=O)(=O)N1CCC(C(=O)NC(C)c2ccccc2)CC1 (stereo unspecified) | -4 | -1% | -14% | 4% | -6% | -3.2 | 34µM* | 8%
Cn1c(=O)[nH]c(=O)c2c1nc(N1CCCCC1)n2CC(O)COc1ccc([N+](=O)[O-])cc1 (stereo unspecified) | 1 | 5% | 6% | 3% | 4% | -0.2 | -4% | -11%
Cc1ccc(S(=O)(=O)N(C)C(C)CCc2ccco2)cc1 (stereo unspecified) | -16 | -11% | 10% | 1% | 4% | -0.2 | -8% | ?
Cc1cccc(OCc2nnc(SCC(=O)Nc3ccc(C)c(Cl)c3)o2)c1 | nt | -6% | 7% | ? | 0% | -2.3 | -7% | 20%
COc1ccc(C(=O)CC(c2ccccc2)C2CCCCC2=O)cc1 (stereo unspecified) | nt | 4% | 7% | 11% | -6% | -1.4 | 2% | 18%

Already shown: an excerpt of the list.
SMILES | PI5P4K alpha inh | EPAC1 ag | EPAC1 antagonist | Abeta rescue | WRN helicase inh | IL2 activator | PLK1 PBD block | FUS yeast rescue
CC(C)NC(=O)OC1CC2CC1[C@H]1CCCCN1C2=O (stereo partly specified) | -6 | 9% | -24% | -14% | 5% | 1.2 | 0% | -5%
Cc1onc(-c2ccccc2Cl)c1C(=O)Nc1nnc(-c2cccc([N+](=O)[O-])c2)s1 | 10 | 3% | -18% | -5% | -16% | 0.1 | -14% | ?
CN(Cc1ccon1)C(=O)CC1C(=O)NCCN1Cc1cccc(Oc2ccccc2)c1 (stereo unspecified) | 4 | 4% | ? | 6% | -8% | -0.6 | -14% | 21%
O=C(NCc1cccs1)[C@@H]1CSC2c3ccccc3C(=O)N21 (stereo partly specified) | 3 | 0% | 9% | -8% | 13% | -0.5 | ? | ?

As entered above.
`CC1=Nn2c(nnc2-c2cc(C)[nH]n2)SC1` in IL2 activator has -0.7
`Cc1cccc(OCc2nnc(SCC(=O)Nc3ccc(C)c(Cl)c3)o2)c1` in EPAC1 antagonist has 7%

(list continues)
SMILES | PI5P4K alpha inh | EPAC1 ag | EPAC1 antagonist | Abeta rescue | WRN helicase inh | IL2 activator | PLK1 PBD block | FUS yeast rescue
COc1ncnc2c1ncn2CCCN1CCN(Cc2cccc3ccccc23)CC1 | 2 | -11% | -9% | -7% | 0% | -4.5 | -15% | 10%
COc1cccc2cc(C(=O)NCCc3c[nH]c4ccccc34)c(=O)oc12 | -28 | -11% | -25% | -9% | -15% | -1.3 | 12µM* | 8%
O=C1c2ccccc2C(Nc2ccccc2)N1Cc1ccc2c(c1)OCO2 (stereo unspecified) | -2 | 23% | -9% | 22% | -4% | -0.3 | -16% | 11%
Cc1cccc(NCC(=O)N/N=C\c2ccccn2)c1 | 0 | 11% | -7% | -7% | -1% | -3.2 | -5% | -7%
COc1ccc(N2CCN(C(=O)CNC(=O)c3ccco3)CC2)cc1 | -5 | 6% | 6% | 1% | -18% | 5.6 | -4% | nt
COc1ccc(/C=N/NC(=O)c2cc(C)on2)c2ccccc12 | -3 | 0% | -12% | 5% | -3% | -1.2 | 0% | 27%
CCCCC(NC(=O)Cc1c(C)c2cc3c(-c4ccccc4)coc3c(C)c2oc1=O)C(=O)O (stereo unspecified) | -7 | -1% | ? | 0% | -13%[11.6 µM] | 0.3 | -29% | 25%
Cc1ccc2ncnc(NCCCN3CCOCC3)c2c1 | nt | 3% | 2% | 0% | -4% | -2.8 | 1% | 26%
CC(=O)Nc1ccc(S(=O)(=O)Nc2ccc3c(c2)OCO3)cc1 | -1 | 3% | 10% | -8% | 1% | -0.4 | 0% | 24%
O=C(COc1ccc2ccccc2c1)N1CCCC1 | 1 | 0% | -6% | 10% | -4% | -1.1 | -7% | -3%
Cc1cc(C)cc(NC(=O)CSc2nc(N)c(NC(=O)c3cccs3)c(=O)[nH]2)c1 | 6 | -10% | -30% | -13% | -13% | -1.1 | -7% | -17%
COCC(C)NC(=O)c1oc2c(c1C)C1(CCC2)SCCS1 (stereo unspecified) | 14 | -5% | -7% | 12% | -19% | -0.4 | -13% | nt
O=C(N/N=C/c1ccc(OC(F)F)cc1)c1ccc(CSc2nc3ccccc3[nH]2)cc1 | 4 | 7% | 15% | -10% | -6% | -0.7 | -9% | -10%
NS(=O)(=O)c1cccc(NC(=O)C2CC(=O)N(Cc3ccco3)C2)c1 (stereo unspecified) | -2 | 2% | 7% | 3% | 3% | -4.2 | -3% | 6%
C[C@H]1CCC/C=C/[C@@H]2C[C@H](O)C[C@H]2[C@H](O)[C@H](S(=O)c2ccc(O)cc2)CC(=O)O1 (stereo partly specified) | -20 | -5% | -1% | -15% | -19% | -0.4 | 11µM* | nt
Fc1ccc(CNC(=S)Nc2ccccc2F)cc1 | 1 | -8% | -27% | ? | 11% | -0.3 | -24% | 0%
O=C(/C=C/c1cccs1)Nc1ccncc1 | -2 | 5% | 16% | -22% | -2% | -1.9 | -12% | 11%
COc1cc(C(=O)N2CCN(c3cccc(C(F)(F)F)c3)CC2)ccc1OCC(=O)N1CCOCC1 | -3 | -21% | -6% | -13% | 1% | -2.6 | -2% | nt
COc1cc2c(cc1OC)CN(Cc1ccc(F)cc1)CC2 | 8 | 8% | 0% | 2% | -10% | 0.7 | 336%[activator] | 13%
O=c1[nH]c2ccc(NC(=S)Nc3ccc(Cl)cc3)cc2[nH]1 | 1 | 0% | -13% | 5% | -18% | -1.6 | -29% | nt
O=C(NCC1CCCO1)c1cnn2c(C(F)F)cc(C3CC3)nc12 (stereo unspecified) | 7 | -2% | 8% | -2% | -10% | -2.2 | -4% | 24%
COc1ccc(NC(=O)N(C)C[C@H]2Oc3ncc(Br)cc3C(=O)N([C@H](C)CO)C[C@@H]2C)cc1 | 5 | 8% | 9% | 9% | 6% | 2.7 | -9% | -10%
O=C1N=C(N2CCOCC2)S/C1=C/c1ccc(-c2ccc(F)cc2)o1 | -5 | -6% | 2% | 4% | -1% | 1.2 | -4% | 3%
CCOC(=O)c1c(CSc2ccccc2)n(C)c2cc(Br)c(OCC(O)CNC(CO)(CO)CO)cc12 (stereo unspecified) | -4 | 7% | -11% | -7% | ? | -4.9 | -4% | nt
C[C@H](CO)N1C[C@H](C)[C@@H](CN(C)C(=O)Nc2ccc3c(c2)OCO3)Oc2ccc(NC(=O)Nc3ccc(C(F)(F)F)cc3)cc2C1=O | -27 | -6% | -17% | 5% | -9% | -0.4 | -12% | ?
O=C(CSc1nc2c([nH]c3ccccc32)c(=O)n1-c1ccccc1)NCC1CCCO1 (stereo unspecified) | -1 | -11% | -13% | -11% | 1% | -2.0 | -13% | 7%
CCN(CC)CCC#CC1(O)c2ccccc2-c2ccccc21 | 2 | -3% | 4% | 2% | -22% | 0.3 | -2% | -17%
COc1ccc(N(CC(=O)NC2CCCC2)C(=O)CS(=O)CC(=O)Nc2ccc3c(c2)OCO3)cc1 (stereo unspecified) | -3 | -11% | 2% | -14% | -1% | -2.6 | 6% | 5%
c1ccc(Cc2nnc3sc(-c4cccnc4)nn23)cc1 | nt | 6% | -11% | -14% | -7% | -2.2 | 30µM* | 23%
COC(=O)C1C(c2ccccc2)C(C(=O)N2CCOCC2)C1c1ccccc1 (stereo unspecified) | 3 | 2% | 10% | 7% | 5% | -0.5 | -1% | 12%
O=C(O)c1ccc(CN(c2ccccc2)S(=O)(=O)c2ccccc2)cc1 | 0 | 7% | -12% | 6% | 3% | -0.2 | -15% | -11%
Cc1ccc(OCC(=O)N2CCC(C)CC2)c([N+](=O)[O-])n1 | 1 | -3% | 16% | -2% | 2% | -3.1 | 2% | nt
CC(C)CCn1c(Oc2ccccc2Cl)nc2c1c(=O)n(C)c(=O)n2C | 2 | 1% | -12% | -4% | -6% | -0.4 | -4% | ?
COc1ccc(OC)c(-n2nnnc2SCC(=O)Nc2cc(C)ccc2OC)c1 | 0 | 7% | 5% | 4% | 0% | -2.1 | -2% | 14%
Cn1nnnc1Sc1ncnc2scc(-c3cccc(C(F)(F)F)c3)c12 | nt | -19% | -13% | 8% | nt | -3.7 | nt | 5%
Cc1ccc(C2=NNC(c3ccc(Cl)cc3)=Nc3ccccc32)o1 | 0 | 10% | 8% | -2% | -18% | 5.0 | -3% | 27%
CC(C)(C)NC(=O)CSc1nncn1-c1ccccc1 | nt | -3% | 8% | 9% | 0% | -0.4 | -2% | -18%
CCc1cc(C(=O)N2CCN(S(=O)(=O)c3ccc(Cl)cc3)CC2)sc1C | 2 | -4% | -21% | 5% | -14% | -0.7 | 0% | nt
CCOC(=O)C(=O)N(C)c1c(CC)nc2c(OCc3ccccc3OC)cccn12 | -8 | 4% | 0% | -8% | 1% | -0.1 | -2% | -4%
Cc1cc(C)nc(NC(=NCCc2c[nH]c3ccccc23)NC(=O)Nc2ccc(Cl)cc2)n1 | 0 | 6% | -15% | 0% | -3% | 0.0 | -12% | nt
